hIAP activ = increases human intestinal alkaline phosphatase activity; activation factor at 10 µM; actives 0.16% (n = 330,000); purified human IAP, CDP-Star luminescence, 30 min; stronger effect = higher value; 1 = vehicle-only enzyme, 0 = enzyme-free background;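 active = activation factor of the enzyme at least 2-fold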; note: the source names both 10 and 20 µM as test concentration; values of inactives mirror those of a sister screen read the other way
Target sequence (P09923 whole entry, looked up): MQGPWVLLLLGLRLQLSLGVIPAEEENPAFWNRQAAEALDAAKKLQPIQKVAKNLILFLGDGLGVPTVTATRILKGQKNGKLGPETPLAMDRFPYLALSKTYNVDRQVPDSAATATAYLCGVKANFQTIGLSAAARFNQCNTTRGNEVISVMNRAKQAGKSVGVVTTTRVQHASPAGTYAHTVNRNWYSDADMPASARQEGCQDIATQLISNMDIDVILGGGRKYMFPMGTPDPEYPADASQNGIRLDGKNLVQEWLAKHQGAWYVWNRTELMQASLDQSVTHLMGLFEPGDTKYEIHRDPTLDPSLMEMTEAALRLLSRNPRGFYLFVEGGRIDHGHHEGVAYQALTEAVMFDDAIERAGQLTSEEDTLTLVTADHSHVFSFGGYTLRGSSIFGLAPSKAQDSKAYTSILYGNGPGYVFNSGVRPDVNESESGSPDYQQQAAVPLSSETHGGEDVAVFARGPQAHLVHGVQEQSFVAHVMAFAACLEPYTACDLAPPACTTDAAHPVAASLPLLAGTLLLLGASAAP
A3G deaminase = APOBEC3G (human) deaminase inhibition; Q9HC16; recombinant A3G, ssDNA deamination FAM/TAMRA fluorescence; inhibition, % at 20 µM; actives 0.28% (n = 330,000);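 active = inhibition of at least 40% at 20 µM, with no more than 30% in the related APOBEC3A deaminase screen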;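 note: plate controls were DMSO wells with A3G for no effect and wells lacking A3G enzyme for full effect; some compounds called inactive have numbers as strong as hits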
Target sequence (Q9HC16 whole entry, looked up): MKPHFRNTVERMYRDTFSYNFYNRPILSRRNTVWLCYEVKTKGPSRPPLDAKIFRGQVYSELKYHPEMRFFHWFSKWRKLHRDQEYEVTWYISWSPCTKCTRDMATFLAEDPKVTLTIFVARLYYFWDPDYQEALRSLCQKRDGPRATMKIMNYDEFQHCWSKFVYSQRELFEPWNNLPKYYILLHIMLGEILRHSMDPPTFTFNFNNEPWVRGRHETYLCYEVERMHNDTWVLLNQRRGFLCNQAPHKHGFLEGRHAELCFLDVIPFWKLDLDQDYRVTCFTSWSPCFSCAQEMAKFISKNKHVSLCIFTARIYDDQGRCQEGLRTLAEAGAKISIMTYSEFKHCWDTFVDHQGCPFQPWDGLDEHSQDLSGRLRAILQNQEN
GRIN3A LBD mod = NR3A (human) ligand-binding domain modulation | NR3A LBD differential scanning fluorimetry, Tm shift; 0% = protein alone, 100% = glycine-bound protein | Tm shift relative to glycine control, % at 25 µM | actives 2.5% (n = 340,000);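 active = melting temperature shift of at least 10% of the positive control shift, at one fixed dose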
hIAP block = human IAP inhibition; purified IAP, CDP-Star luminescence, 30 min; inhibition, % at 10 µM; AID 2544; actives 0.12% (n = 330,000); P09923;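 active = inhibition reaching a set limit with compound at 10 µM in the primary screen, cut at about 35% in these data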;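 note: plate controls were DMSO wells with enzyme for no effect and no-enzyme buffer wells for full effect; values of inactives mirror those of a sister screen read the other way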
mIAP inh = mouse IAP inhibition | inhibition, % at 10 µM | purified mouse IAP, CDP-Star luminescence, 30 min | actives 0.2% (n = 330,000);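 active = inhibition of at least 40% at 10 µM in the primary screen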;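 note: plate controls were DMSO with enzyme for no effect and no enzyme wells for full effect; values of inactives mirror those of a sister screen read the other way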
MPTP block = permeability transition pore inhibition | inhibition, % at 10 µM | AID 602449 | actives 1.4% (n = 360,000) | isolated mouse mitochondria, Ca2+ swelling absorbance, 30 min;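 active = inhibition of 50% or more, scaled per plate between neutral and stimulator controls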;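 note: 0% = DMSO wells given calcium and 100% = 1 mM EGTA wells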
APOBEC3A inh = inhibitors of human APOBEC3A DNA deaminase; P31941; recombinant A3A, FAM/TAMRA ssDNA deamination fluorescence; inhibition, % at 20 µM; actives 0.41% (n = 330,000);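 active = at least 40% inhibition at 20 µM here, with at most 30% in a related deaminase screen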;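 note: plate controls were A3A with DMSO for no effect and wells lacking A3A enzyme for full effect; some results filed as inactive read as strong as hits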
Target sequence (P31941 whole entry, looked up): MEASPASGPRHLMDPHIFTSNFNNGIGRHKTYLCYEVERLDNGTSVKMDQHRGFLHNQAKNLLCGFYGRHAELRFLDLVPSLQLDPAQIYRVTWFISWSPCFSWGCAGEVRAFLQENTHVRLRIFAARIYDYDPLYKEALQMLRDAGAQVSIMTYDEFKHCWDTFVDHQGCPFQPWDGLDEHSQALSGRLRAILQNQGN
beta cell repl = inducers of beta-cell replication in MIN6 cells | AID 2380 | proliferation, % at 10 µM | MIN6 cells proliferation, ATPlite luminescence, 48 h; cells starved in 0.2% serum; 100% = growth in 10% serum | actives 0.29% (n = 330,000);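 active = compounds whose signal lies at least 3.5 SD above the mean of all wells on their plate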;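 note: 0% = DMSO-treated cells in low-serum medium and 100% = 10% serum control; some compounds called inactive have numbers as strong as hits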
mIAP activ = increases mouse intestinal alkaline phosphatase activity; activation factor at 10 µM; AID 2805; muIAP, CDP-Star luminescence, 30 min; stronger effect = higher value; 1 = vehicle-only enzyme signal, 0 = enzyme-free wells; actives 0.24% (n = 330,000);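 active = activation factor of at least 2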; note: the source names both 10 and 20 µM as test concentration; values of inactives mirror those of a sister screen read the other way
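System: mouse IAP enzyme. Reagent: CDP-Star chemiluminescent phosphatase substrate. Benchmarks: DMSO wells, no-enzyme wells. Times: 30 min enzyme-substrate-compound incubation at room temperature. Detection: luminescence from enzymatic CDP-Star hydrolysis. Doses: test compounds delivered from DMSO solution.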
An asterisk follows results filed as active; & = joins results of further samples.

SMILES	hIAP activ	A3G deaminase	GRIN3A LBD mod	hIAP block	mIAP inh	MPTP block	APOBEC3A inh	beta cell repl	mIAP activ
C=C(C)C1CC=C(C)/C(=N/NC(=O)COc2ccc(C)cc2)C1 (stereo unspecified)	1.1	-6	1	-11	-3	3.8	-3	0	1
CCN(c1ccccc1)S(=O)(=O)c1ccc(C(=O)N(CCCN(C)C)c2nc3c(C)cccc3s2)cc1	1.1	-7	-1	-14	5	1.9	1	-7	0.95
CCc1ccc(CN2CCN(c3ncccn3)CC2)cc1	0.82	-2	2	18	-3	0.5	-3	-2	1
COc1ccccc1C(=O)C1CCCN(C(=O)c2cccnc2SC)C1 (stereo unspecified)	1.1	-4	-1	-9	2	1.4	-2	-3	0.98
COc1ccccc1C(O)(C(=O)NN(C(=O)c1ccccc1)c1ccccc1C)c1cccs1 (stereo unspecified)	1	-6	5	-3	2	-0.9	-3	1	0.98
COc1ccc(C(CC(=O)c2ccccc2)CC(=O)c2ccccc2)cc1	0.9	1	1	10	-2	1.8	-2	-2	1
O=C(CCc1nc(-c2cccs2)no1)NCc1ccc(F)cc1Cl	0.86	-4	0	14	6	-0.7	-1	-2	0.94
COc1cc2c(cc1OC)C(C(=O)NC(C)c1ccccc1)CC(=O)N2 (stereo unspecified)	1.1	-1	1	-11	-5	0.5	-1	1	1.1
CC(Sc1ncccn1)C(=O)Nc1ccc2c(c1)OCO2 (stereo unspecified)	1.2	-1	1	-22	3	-0.4	2	-4	0.97
CC1CN(C2=CC(=O)CCC2)CC(C)O1 (stereo unspecified)	0.89	-8	-2	11	-2	-0.3	-2	0	1
CCCC(=O)NC(Nc1ccccc1OC)C(Cl)(Cl)Cl (stereo unspecified)	1.3	-5	1	-26	3	1.4	-1	-3	0.97
Cc1ccc(S(=O)(=O)Cn2nnnc2C(c2ccccc2)N2CCN(c3ncccn3)CC2)cc1 (stereo unspecified)	1.1	-3	0	-12	-2	-0.3	-1	-1	1
CCOc1cccc(CNc2ccc(O)cc2)c1OCc1ccccc1Cl	0.82	10	0	18	10	1.9	8	-6	0.9
Cc1ccc(NC(=O)CN2CCN(S(=O)(=O)c3ccc(F)cc3)CC2)cc1C	0.98	1	-1	2	3	0.4	0	-2	0.97
CCOC(=O)c1ccc(NC(=S)N2CCN(S(C)(=O)=O)CC2)cc1	1.3	-3	2	-30	2	1.1	3	-3	0.98
Cc1ccc2nc(-c3ccc4c(c3)NC(=O)CO4)cn2c1	1.1	3	-1	-8	2	2.0	2	-5	0.98
CCOC(=O)CNC(=O)CSc1ccc2nnc(-c3cccnc3)n2n1	0.83	-3	0	17	8	-0.2	1	-2	0.93
CC1=C(C(=O)OC(C)C)C(c2ccccn2)n2ncnc2N1 (stereo unspecified)	0.94	1	1	6	7	-1.6	1	-3	0.93
COc1ccc(CCN(C)C(=O)CCc2nnc(-c3ccccc3)o2)cc1OC	0.88	-9	-2	12	8	2.3	-3	-2	0.92
CS(=O)(=O)N1CCN(C(=O)C2c3ccccc3Oc3ccccc32)CC1	0.93	-7	1	7	10	-1.2	-3	-1	0.9
CCOc1ccccc1NC(=O)c1cccc2ccccc12	1.1	-2	-1	-14	0	1.0	-2	1	1
O=C(CN1C(=O)NC(CCc2ccccc2)C1=O)Nc1cccc(Br)c1 (stereo unspecified)	1.1	-2	0	-8	-11	-0.2	5	-6	1.1
COCCN1C2=C(C(=O)CC(C)(C)C2)C(c2ccc(O)c(OC)c2)C2=C1CC(C)(C)CC2=O	1	-9	-2	-3	-7	-0.2	-8	-1	1.1
COc1ccc(OC)c(NC(=O)CS(=O)(=O)Cc2ccccc2)c1	1	0	1	-3	-5	-1.3	6	4	1
Cc1ccc(CC(=O)OC(C)C(=O)NC2CCCCC2C)cc1C (stereo unspecified)	1.1	-3	-4	-9	8	-0.3	0	10	0.92

Some of the entries so far, with values under each structure.
Values in the order: hIAP activ | A3G deaminase | GRIN3A LBD mod | hIAP block | mIAP inh | MPTP block | APOBEC3A inh | beta cell repl | mIAP activ
CCN(c1ccccc1)S(=O)(=O)c1ccc(C(=O)N(CCCN(C)C)c2nc3c(C)cccc3s2)cc1
    1.1 | -7 | -1 | -14 | 5 | 1.9 | 1 | -7 | 0.95
Cc1ccc(NC(=O)CN2CCN(S(=O)(=O)c3ccc(F)cc3)CC2)cc1C
    0.98 | 1 | -1 | 2 | 3 | 0.4 | 0 | -2 | 0.97
O=C(CN1C(=O)NC(CCc2ccccc2)C1=O)Nc1cccc(Br)c1 (stereo unspecified)
    1.1 | -2 | 0 | -8 | -11 | -0.2 | 5 | -6 | 1.1
CC(Sc1ncccn1)C(=O)Nc1ccc2c(c1)OCO2 (stereo unspecified)
    1.2 | -1 | 1 | -22 | 3 | -0.4 | 2 | -4 | 0.97

(cont.)
SMILES	hIAP activ	A3G deaminase	GRIN3A LBD mod	hIAP block	mIAP inh	MPTP block	APOBEC3A inh	beta cell repl	mIAP activ
Cn1ncc(Cl)c(Oc2ccccc2)c1=O	1.1	-1	0	-9	5	-1.2	1	4	0.95
O=C(CCN1CCc2ccccc2C1)Nc1ccc2c(c1)OCO2	0.97	-2	-1	3	5	-0.2	2	0	0.95
CCN(CC)S(=O)(=O)c1ccc(Cl)c(C(=O)OCC(=O)c2c(N)n(C)c(=O)n(C)c2=O)c1	0.99	2	-3	1	12	4.8	6	-4	0.89
Cc1ccc(C(=O)Nc2ccc(N3CCN(C)CC3)cc2)cc1	1.1	-6	3	-6	-10	1.9	-3	0	1.1
C/C(=N\NC(=O)c1ccccc1C)c1ccc(NC(=O)c2cccs2)cc1	1.1	-3	-8	-10	-4	2.7	6	-2	1
CC(C)(CO)NCC(=O)Nc1cc(C(F)(F)F)cc(NC(=O)CNC(C)(C)CO)c1Cl	0.82	0	-1	18	-9	1.0	0	0	1.1
COc1ccc(S(=O)(=O)N(C)CC(=O)N2CCC(C(N)=O)CC2)cc1Cl	0.92	-2	3	8	6	1.1	-1	-2	0.94
Cc1ccc(S(=O)(=O)N2CCC(C(=O)N[C@H](C(=O)NC3CCS(=O)(=O)C3)C(C)C)CC2)cc1 (stereo partly specified)	1.1	-6	0	-9	2	0.5	-4	-2	0.97
CCN(C(=O)/C=C/c1ccc(OC)cc1)C1CCCCC1	0.91	-6	2	10	-7	0.3	-7	-4	1.1
CCN1CCN(c2ccc(N=Cc3ccccc3O)cc2)CC1	1	-8	-14	-2	-3	2.6	2	-1	1
Cc1sc2nc3n(c(=O)c2c1C)CCCS3	0.86	-2	18*	14	-2	3.3	0	-2	1
CCCCOC(=O)c1ccc(NC(=O)COC(=O)c2ccc3ncsc3c2)cc1	1.1	-6	7	-6	-11	-2.1	-1	2	1.1
Cn1c(=O)oc2cc(S(=O)(=O)NCCC(=O)NCc3ccc(F)cc3)ccc21	0.78	-3	-1	22	11	-0.9	-3	0	0.89
CS(=O)(=O)N(CC(=O)N1CCc2ccccc2C1)c1cccc([N+](=O)[O-])c1	1.5	-5	0	-53	6	-0.7	-7	-1	0.94
Cc1cccc(C)c1NC1=NC(=S)N(c2ccc(N(C)C)cc2)C1(C)C	0.86	-3	0	14	-7	-0.3	-3	0	1.1
O=C1c2cccnc2C(=O)N1C1CCCCC1	1.2	-3	-1	-15	3	-0.1	1	2	0.97
COc1ccc(C2=NOC(Cn3nc(C(=O)O)cc3-c3ccccc3)C2)cc1 (stereo unspecified)	1	-13	-1	-3	4	-2.3	-3	-1	0.96
CCN(CC)S(=O)(=O)c1cnccc1N1CCN(c2cccc(Cl)c2)CC1	0.93	-2	0	8	1	1.1	-3	-1	0.99
O=C(NCCO)C(=O)c1c(-c2ccccc2)cc2ccccn12	1.1	-3	1	-14	-4	0.2	-1	-2	1
Cc1ccc(-c2nc3ncccn3c2Nc2ccc3c(c2)OCCO3)o1	1.1	2	-1	-12	-4	2.2	0	1	1
Cc1ccc(-c2cn(-c3ccc(OC(F)F)cc3)c3[n+]2CCCCC3)cc1	1.3	12	0	-26	2	5.4	1	-4	0.98
O=C(O)Cc1ccc(NC(=O)c2cccc(NC(=O)c3ccco3)c2)cc1	0.94	-3	-2	6	-4	14	3	-2	1
S=C(NCCc1c[nH]c2ccccc12)NC1CC1	0.97	1	-15	3	12	-2.0	0	-1	0.88
CC1(C)CCSC(/C=C/c2ccccc2)=N1	0.91	-4	0	9	1	1.3	-1	-5	0.99
Cc1ccccc1C(=O)N1CCC(C(=O)NN2C(=O)NC3(CCCCC3)C2=O)CC1	1.1	-5	0	-6	-12	-0.1	-1	-2	1.1

Laid out differently: entries from further up.
Compound: CCOC(=O)c1ccc(NC(=S)N2CCN(S(C)(=O)=O)CC2)cc1
  hIAP activ: 1.3
  A3G deaminase: -3
  GRIN3A LBD mod: 2
  hIAP block: -30
  mIAP inh: 2
  MPTP block: 1.1
  APOBEC3A inh: 3
  beta cell repl: -3
  mIAP activ: 0.98

Compound: CCN(CC)S(=O)(=O)c1ccc(Cl)c(C(=O)OCC(=O)c2c(N)n(C)c(=O)n(C)c2=O)c1
  hIAP activ: 0.99
  A3G deaminase: 2
  GRIN3A LBD mod: -3
  hIAP block: 1
  mIAP inh: 12
  MPTP block: 4.8
  APOBEC3A inh: 6
  beta cell repl: -4
  mIAP activ: 0.89

Compound: CCN(CC)S(=O)(=O)c1cnccc1N1CCN(c2cccc(Cl)c2)CC1
  hIAP activ: 0.93
  A3G deaminase: -2
  GRIN3A LBD mod: 0
  hIAP block: 8
  mIAP inh: 1
  MPTP block: 1.1
  APOBEC3A inh: -3
  beta cell repl: -1
  mIAP activ: 0.99

The listing picks up with the 2 entries that preceded the break.
SMILES	hIAP activ	A3G deaminase	GRIN3A LBD mod	hIAP block	mIAP inh	MPTP block	APOBEC3A inh	beta cell repl	mIAP activ
CC1(C)CCSC(/C=C/c2ccccc2)=N1	0.91	-4	0	9	1	1.3	-1	-5	0.99
Cc1ccccc1C(=O)N1CCC(C(=O)NN2C(=O)NC3(CCCCC3)C2=O)CC1	1.1	-5	0	-6	-12	-0.1	-1	-2	1.1
CCCN1CCN(C(=O)c2c(Cl)cnn2C)CC1	0.69	-7	1	31	2	1.3	-4	5	0.98
COC(=O)c1ccc(NC(=S)NNC(=O)c2ccccc2)cc1	1.6	-7	-3	-60	8	1.5	0	-2	0.92
O=[N+]([O-])c1ccccc1/C=C/C=N/Nc1nc(N2CCCCC2)nc(N2CCCCC2)n1	0.8	16	-2	20	12	0.0	78*	-2	0.88
Cc1cc(C)cc(NC(=O)c2ccc(N3C(=O)C4CCCCC4C3=O)cc2)c1 (stereo unspecified)	0.75	14	-10	25	-8	1.1	1	2	1.1
CCC1Nc2ncnc(N3CCCCC3)c2N(Cc2ccc(C)cc2)C1=O (stereo unspecified)	0.98	-4	4	2	-1	0.6&0.3	-2	-1	1
Cc1oc2cc(OC(=O)c3ccco3)ccc2c(=O)c1-c1nc2ccccc2n1C	1.1	-4	-7	-12	0	1.7	-2	0	1
O=C(CC(c1ccco1)C1CCCCC1=O)c1ccccc1 (stereo unspecified)	0.97	-9	-1	3	-1	-0.6	-7	-1	1
Cc1ccc(C(=O)NC2CCC(C)CC2)o1 (stereo unspecified)	1.1	-5	-1	-10	3	-0.3	-4	-2	0.97
Nc1ccc(Cl)c[n+]1Cc1cccc2cccnc12	1	2	0	-4	-10	-0.3	4	-2	1.1
CCOC(=O)c1cc(-c2ccccc2)sc1NC(=S)Nc1cccc(C)n1	0.91	-4	-2	9	12	4.0	-4	-1	0.88
CCOC(=O)c1cnc2c(CC)cccc2c1NCCCN1CCOCC1	0.91	-5	0	10	-6	0.5	-8	-3	1.1

Compound activity: PubChem, Sanford-Burnham Center for Chemical Genomics
